# From PubChem
# IMPase cell inh: qHTS Assay for Identifying the Cell-Membrane Permeable IMPase Inhibitors; CHO-M1 cells, IP1 accumulation, HTRF TR-FRET ratio; inhibition (IP1 accumulation), % at 46.1 µM; 120,000 tested, under 10 active; AID 901, 2007; active = well fitted curve in the direction sought with a large enough effect in the signal ratio, not every such curve was filed as active; inconclusive = small, poorly fitted or top-dose-only effect, or a change in a side signal; inactive = no such curve, though single readings can be large or run the other way; the % refers to the signal ratio;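 also: cells stimulated with carbachol in lithium chloride buffer; plate controls were DMSO basal wells for no effect and reference inhibitor wells for full effect; higher means more IMPase inhibition seen as more IP1 and lower FRET ratio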
# Target sequence (P97697 whole entry, looked up): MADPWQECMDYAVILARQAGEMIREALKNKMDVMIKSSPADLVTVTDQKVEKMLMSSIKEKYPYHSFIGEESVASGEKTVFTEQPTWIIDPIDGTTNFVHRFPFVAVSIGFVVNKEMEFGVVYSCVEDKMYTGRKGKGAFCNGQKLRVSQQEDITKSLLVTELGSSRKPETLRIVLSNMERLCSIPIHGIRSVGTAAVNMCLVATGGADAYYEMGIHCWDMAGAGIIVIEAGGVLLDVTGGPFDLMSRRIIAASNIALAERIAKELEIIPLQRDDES
#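 Cellular IMPase inhibition is scored as a rise in cytosolic IP1, detected by competitive TR-FRET between d2-labelled IP1 and a europium anti-IP1 antibody. M1-expressing CHO cells were stimulated with carbachol for 30 min at 37C, with lithium (50 mM LiCl) present in the buffer.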
# PNC inhibitor: High Content Assay for Compounds that inhibit the Assembly of the Perinucleolar Compartment; hit rate 3.1% among 140,000; activity change (PNC), negative = inhibition, % at 10 µM; AID 2417, 2010; PC3M PTB-GFP, PNC prevalence imaging, 16 h; active compounds read low;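 active = readout at or below -70, meaning at least 70% loss of cells showing the perinucleolar compartment, a nuclear body marking cancer cells; inconclusive = readout between -30 and a set limit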;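 also: plate controls were DMSO wells for no effect and camptothecin positive control wells for full effect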
#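 Read-out is percentage of cells bearing a perinucleolar compartment, from automated 20x imaging of fixed, Hoechst-stained PC3M PTB-GFP cells. Cells were seeded 4 h, then exposed 16 h to compound (23 nl of library stock) in duplicate plates.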
# 12-hLO inh: qHTS Assay for Inhibitors of 12-hLO (12-human lipoxygenase); Polyunsaturated fatty acid lipoxygenase ALOX12 (Homo sapiens), P18054; purified 12-hLO, xylenol orange hydroperoxide absorbance; Potency, µM (top dose mostly 57.1 µM), for inactives: at the top dose activity change, negative = inhibition, hits mostly inhibitors; hit rate 0.12% among 150,000; AID 1452, 2008; also: potency is read from the fitted curve at half-maximal effect; nearly all actives have a fitted effect of over 55% in size; many of its hits are not listed in these tables
#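 Xylenol orange chromogenic assay: hydroperoxide from 12hLO oxidises Fe(II), giving red-shifted Fe(III)-XO absorbance. Conditions: 150 nM enzyme, 40 uM arachidonic acid, 25 mM Hepes pH 7.0, 0.01% Triton X-100, 30 min, room temperature.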
# ALOX15B inhib: qHTS Assay for Inhibitors of 15-hLO-2 (15-human lipoxygenase 2). purified 15hLO-2, xylenol orange hydroperoxide absorbance. Potency, µM (highest dose often 57.1 µM), without a hit: at the highest dose activity change, negative = inhibition, usual class: inhibitors. hit rate 0.56% among 110,000; also: potency is read from the fitted curve at half-maximal effect; nearly all actives have a fitted effect of over 60% in size; many of its hits are not listed in these tables
# Target sequence (O15296 whole entry, looked up): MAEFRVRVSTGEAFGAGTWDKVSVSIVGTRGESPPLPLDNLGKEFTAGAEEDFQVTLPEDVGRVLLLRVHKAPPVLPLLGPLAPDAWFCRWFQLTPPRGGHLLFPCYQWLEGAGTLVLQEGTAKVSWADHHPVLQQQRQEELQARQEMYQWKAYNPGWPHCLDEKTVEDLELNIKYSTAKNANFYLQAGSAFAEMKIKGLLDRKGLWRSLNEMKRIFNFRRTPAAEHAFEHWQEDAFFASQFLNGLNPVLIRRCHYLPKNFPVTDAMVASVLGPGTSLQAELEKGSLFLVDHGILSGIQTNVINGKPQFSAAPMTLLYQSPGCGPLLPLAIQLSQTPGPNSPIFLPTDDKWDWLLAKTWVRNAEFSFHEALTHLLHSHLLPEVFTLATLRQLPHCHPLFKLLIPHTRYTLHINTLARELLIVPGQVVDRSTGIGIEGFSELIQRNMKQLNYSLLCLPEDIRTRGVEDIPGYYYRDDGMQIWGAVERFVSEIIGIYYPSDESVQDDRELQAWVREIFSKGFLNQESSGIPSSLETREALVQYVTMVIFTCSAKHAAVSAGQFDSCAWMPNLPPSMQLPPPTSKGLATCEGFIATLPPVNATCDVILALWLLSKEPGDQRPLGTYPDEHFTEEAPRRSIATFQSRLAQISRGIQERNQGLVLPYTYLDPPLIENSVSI
#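 Purified human 15hLO-2 (50 nM) preincubated 15 min with compound, then 45 uM arachidonic acid for 90 min at RT in 25 mM Hepes pH 7.5, 0.01% Triton X-100. Hydroperoxide detected by Fe-xylenol orange; 573/405 nm absorbance ratio.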
# * = called active by the depositor; ? = inconclusive; . = no result given; [ ] = remark or other dose. Unless noted, calls follow the shape of the dose curve; as a rule, active = well fitted curve in the direction sought with a large enough effect; inconclusive = small, poorly fitted or top-dose-only effect, or another doubt; inactive = no such curve, though single readings can be large; an effect the other way counts as inactive or inconclusive. Unless noted, % is scaled to controls: 0 for no effect and ±100 for the full control effect.
SMILES,IMPase cell inh,PNC inhibitor,12-hLO inh,ALOX15B inhib
Cc1ccc(C(c2ccc(C)o2)c2cccc([N+](=O)[O-])c2O)o1,3,6,-5%,-13%
COc1ccccc1-c1nnc(Nc2nc3c(OC)cccc3s2)o1,0,-87*,0%,.
O=C(Cn1cc(C(F)(F)F)cc(Cl)c1=O)Nc1cc(S(=O)(=O)N2CCOCC2)ccc1Cl,-1,26,2%,.
O=C(NCc1cccs1)c1ccccc1C(=O)NCc1cccs1,-14,31,1%,7%
CC(=O)NCc1ccc2[nH]c(C)cc2c1,3,?,-5%,-2%
CCCCNC(=O)C(C#N)c1nc2ccccc2nc1N1CCCC1 (stereo not drawn),-10,-12,-6%,-15%
Cc1cccc(C)c1-n1nnnc1SCSc1nnnn1-c1c(C)cccc1C,6,-17,1%,-7%
COc1ccc(N2C(=O)c3ccccc3NC2c2ccc(OC)c(COc3ccccn3)c2)cc1 (stereo not drawn),4,32,0%,.
O=C(Cn1cnc2c(nnn2Cc2ccc(Cl)cc2)c1=O)NC1CCCC1,?,32,-4%,11%
O=C(NCc1cccs1)C1CCN(S(=O)(=O)c2cccc3cccnc23)CC1,0,3,-1%,-2%
CCOC(=O)C1=C(C)N(CCCCCC(=O)O)C(=O)NC1c1ccccc1OC(=O)c1cccs1 (stereo not drawn),.,42,-2%,.
CCCC(=O)Nc1ccc2c(c1)c1ccccc1n2CC,.,?,0%,.
Cn1c(-c2ccc(Br)o2)nc2ccccc21,1,0,4%,-5%
O=C(O)CN(Cc1ccco1)S(=O)(=O)c1ccccc1,8,-22,2%,7%
NCCC(O)(P(=O)(O)O)P(=O)(O)O,.,.,3%[0.00818 µM],12%[0.0915 µM]
O=c1cnnc(SCCc2ccccc2)[nH]1,-1[1.84 µM],-21,0%,6%[11.4 µM]
O=C(O)c1cccc(NCc2ccncc2)c1,-8,-81*,-4%,-2%
Cc1nn(-c2ccccc2)c(C)c1NC(=O)COc1ccc2ccccc2c1,11,-27,-14%,4%
COc1cccc(N=C2C(=O)N3CCCc4cccc2c43)c1,.,16,-1%,.
C=CCc1c(C)nc(-c2ccccc2)nc1N/N=C(\C)c1ccccc1,.,7,-3%,.
Cc1csc(=NC(=O)c2ccccc2)n1Cc1ccco1,-3,31,-2%,7%
CCOC(=O)N1CCN(c2c(N3CCOCC3)c(=O)c2=O)CC1,6,34,-6%,7%
O=C(Nc1cccc(F)c1)C1C2C=CC3(CN(CCCN4CCOCC4)C(=O)C13)O2 (stereo not drawn),1,-3,5%,3%
Cc1nn(Cc2cccc(C(=O)N3N=C(C(F)F)CC3(O)C(F)F)c2)c(C)c1[N+](=O)[O-] (stereo not drawn),-1,20,1%,-2%
CCN(CC)CCNC(C(=O)Nc1cc(C(F)(F)F)ccc1Cl)c1ccccc1 (stereo not drawn),12,49,2%,.
O=C(C[n+]1cccc2ccccc21)c1ccccc1,.,?,3%,.
COC(=O)c1sccc1NC(=O)c1cc2c(s1)CCCC2,?,31,-13%,1%
C=CCNC(=S)N/N=C/c1cn(-c2ccccc2)nc1-c1ccc(OC)cc1,-2,?,3%,.
CCNC(=O)c1cccc(S(=O)(=O)N2CCCCCC2)c1,.,0,-2%,.
Cc1ccc(S(=O)(=O)NC2=NCN(Cc3ccccc3)CN2)cc1,-12,12,3%,-4%
CCn1c(SCC(=O)Nc2cc(C)ccc2C)nnc1-c1cnccn1,9,11,-4%,7%
CCN(CC)S(=O)(=O)c1cc(Br)c(C)cc1OC,-3,35,-2%,0%
Fc1cnc(N2CCOCC2)nc1NCc1ccccc1,3,15,1%,2%
CCOc1ccc2nc(SCc3ccc(C(=O)OC)o3)[nH]c2c1,-2,-26,-1%,8%
CCN(CC)c1ccc(/C=N/NC(=S)NCc2ccc(OC)cc2)cc1,4,15,?,.
Cc1ccc(S(=O)(=O)N2CCOCC2)cc1C(=O)Nc1nc2ccccc2[nH]1,5,1,-1%,.
O=C(Nc1ccc2ccccc2c1)c1cn(-c2ccccc2)nc1-c1cccs1,5,73,1%,3%
CSc1nc(-c2ccco2)nn1C(=O)c1ccccc1,10,-4,1%,?
Cc1cc(C)cc(-n2cnc3cc(C(=O)O)ccc32)c1,-5,-25,1%,-9%
Cc1[nH]c2ccccc2c1C(=O)CSc1nc2cc(S(=O)(=O)N3CCCCC3)ccc2o1,-4,?,-8%,0%

# Grouped by structure: those above with bromine
SMILES,IMPase cell inh,PNC inhibitor,12-hLO inh,ALOX15B inhib
Cn1c(-c2ccc(Br)o2)nc2ccccc21,1,0,4%,-5%
CCN(CC)S(=O)(=O)c1cc(Br)c(C)cc1OC,-3,35,-2%,0%

# Other structures follow.
SMILES,IMPase cell inh,PNC inhibitor,12-hLO inh,ALOX15B inhib
O=c1c2cc(-c3ccccc3)sc2ncn1/N=C/c1ccco1,4,?,0%,-22%
O=C(Cc1cccc2ccccc12)NNC(=O)c1cccs1,2,?,-2%,-7%
COC(=O)c1ccc(NC(=O)c2ccc(N(C)S(C)(=O)=O)cc2)cc1,-1,34,1%,2%
O=C1c2cccc3c(Nc4ccccc4Cl)c([N+](=O)[O-])cc(c23)C(=O)N1CCO,0,-10,-17%,-26%
Cc1cc(C)c(NS(=O)(=O)c2ccc3c(c2)NC(=O)CC(=O)N3)c(C)c1,.,19,3%,.
COc1ccccc1NS(=O)(=O)c1ccc(C)c(C(=O)NCC2CCCO2)c1 (stereo not drawn),7,?,1%,-5%
C=CCN1C(=O)C(O)(CC(=O)c2ccc(N)cc2)c2ccccc21 (stereo not drawn),11,9,-1%,-4%
Cc1cc(NC(=O)CCN2C(=O)/C(=C/c3ccccc3Cl)SC2=S)no1,-10,-26,1%,.
CC(C)c1ccccc1NC(=O)C1CN(S(=O)(=O)c2ccccc2)CCN1S(=O)(=O)c1ccccc1 (stereo not drawn),-9,-10,-1%,.
CC(=O)Nc1ccc(SCC(=O)c2cc(C)n(C)c2C)cc1,1,-19,5%,-4%
CC(C)C(NC(=O)c1ccc2c(c1)OCO2)C(=O)N/N=C/c1cccs1 (stereo not drawn),.,-12,-3%,.
C/C(=N\NC(=O)Cc1csc(N2CCOCC2)n1)c1ccccc1,-4,-7,2%,-2%
COc1ccc(OC)c(-n2nnnc2SCC(=O)Nc2cc(C)ccc2OC)c1,1,42,-6%,.
CC(NC(=O)CCNS(=O)(=O)c1ccc2c(c1)c(=O)n(C)c(=O)n2C)c1ccccc1 (stereo not drawn),-5,-14,0%,-7%
Cc1ccc(N(C(=O)CS(=O)CC(=O)Nc2ccc(F)cc2)C(C(=O)NC2CCCCC2)c2ccco2)cc1 (stereo not drawn),-5,?,0%,.
c1ccc2cc(CSCc3nc4ccccc4[nH]3)ccc2c1,.,?,2%,.
CC(C)c1nc(NCc2ccccc2)c(C#N)c2c1CCCC2,8,-29,-1%,-3%
COc1cc(/C(C#N)=C/c2ccccc2)c([N+](=O)[O-])cc1OC,4,-15,1%,.
CCOc1ccc2nc(SC3CC(=O)N(c4cccc(OC)c4)C3=O)sc2c1 (stereo not drawn),.,?,1%,.
Cc1cc(OCC(=O)N2CCCC2)cc(C)c1Cl,-5,-21,0%,3%

# Single records, from the list above. Order of screens: IMPase cell inh, PNC inhibitor, 12-hLO inh, ALOX15B inhib
# Entry for COc1ccc(OC)c(-n2nnnc2SCC(=O)Nc2cc(C)ccc2OC)c1 → 1, 42, -6%, .
# Entry for Cc1cc(OCC(=O)N2CCCC2)cc(C)c1Cl → -5, -21, 0%, 3%
# Entry for CC(C)c1nc(NCc2ccccc2)c(C#N)c2c1CCCC2 → 8, -29, -1%, -3%

# Additional records:
SMILES,IMPase cell inh,PNC inhibitor,12-hLO inh,ALOX15B inhib
Cc1ccc(/C=N/c2sc3c(c2C#N)CCCCC3)o1,-1,7,-15%,-30%
Cc1ccc(OCc2nnc(SCC(=O)NCc3ccco3)n2C)cc1,1,443,3%,.
CCOc1ccc(-c2nnc(-c3ccco3)o2)cc1,-1,-19,0%,-8%
CCN(CC)CCN1C(=O)C2C3c4ccccc4C(c4ccccc43)C2C1=O (stereo not drawn),?,-22,4%,13%
CCc1ccc(OCc2nnc(SCCN3CCOCC3)n2CC)cc1,13,7,-4%,-13%
O=c1cc(/N=C/c2coc3c(ccc4ccccc43)c2=O)[nH]c(=S)[nH]1,.,39,-3%,.
OCCN1CCN(CC(O)COc2ccc3ccccc3c2)CC1 (stereo not drawn),-11,35,2%,7%
Cc1c(C)n(CC(O)CN2CCCCC2)c2ccccc12 (stereo not drawn),4,36,-1%,19%
CNC(=O)Cn1c(=O)n(C)c2ccccc21,6,-2,3%,1%
COc1ccc(OCCOC(=O)c2cccc(-n3cnnn3)c2)cc1,14,-18,3%,2%
CC(=O)N1CCN(S(=O)(=O)c2ccc(S(=O)(=O)NC3CC3)cc2)CC1,11,37,-1%,0%
O=C(c1ccccc1F)N1CCN(c2ccc([N+](=O)[O-])c3ncccc23)CC1,.,?,-1%,.
CC(C)(C)C(=O)/C=C(\N)c1ccncc1,2,33,-10%,-2%
Cc1ccc(CNC(=O)CN(Cc2ccccc2)S(C)(=O)=O)cc1,9,22,-2%,.
Cc1c(-n2c(=S)[nH]c3ccccc3c2=O)c(=O)n(-c2ccccc2)n1C,-1,-27,5%,2%
COCCN1CN=C(Nc2nc3ccccc3o2)NC1,6,-8,2%,1%
Cc1ccc(C(c2nnnn2CS(=O)(=O)c2ccc(C)cc2)N2CCC(C(N)=O)CC2)cc1 (stereo not drawn),7,-13,-2%,12%
CN(Cc1cc2ccccc2[nH]c1=O)C(=O)C1CCCCC1,2,-29,7%,-6%
Cn1c(=O)c(=O)n(C)c2cc(S(=O)(=O)N3CCCCCC3)ccc21,3,-24,0%,-10%
O=C(Nc1ccccc1F)C1C2C=CC3(O2)C1C(=O)N(c1cccnc1)C3C(=O)NC1CCCCC1 (stereo not drawn),5,-24,1%,-1%
Cn1c(Sc2nc3ccccc3n2C)nc2ccccc21,3,?,-1%,12%
COc1ccc(NC(=O)CSc2nc(-c3ccc(C)cc3)cc(C(F)(F)F)c2C#N)cc1,-2,54,4%,-12%
COc1cc(NC(=O)C2CCCN(S(=O)(=O)c3cnc[nH]3)C2)cc(OC)c1 (stereo not drawn),7,-8,-1%,1%
O=C(O)C1CCCCC1C(=O)Nc1ccc2c(c1)CCC2 (stereo not drawn),-4,-10,3%,-3%
CCCCCCCCCCCCCCCC[N+](C)(C)CCN(Cc1ccc(OC)cc1)c1ncccn1,5[20.6 µM],.,14%[25.6 µM],-23%[25.6 µM]
CCOC(=O)Cc1csc(NC(=O)CSc2nc3sc(C(=O)O)c(C)c3c(=O)[nH]2)n1,-3,26,2%,-6%
O=C(O)CCSc1nc(C(F)(F)F)cc(=O)n1-c1ccccc1,2[1.84 µM],?,3%,-7%[11.4 µM]
O=C(O)C1(C(=O)O)CCN(S(=O)(=O)c2ccccc2)CC1,.,.,2%[11.4 µM],-1%[11.4 µM]
COCCN(C(=S)Nc1ccccc1OC)C1CCN(C(C)=O)CC1,.,-22,1%,.
O=C(CSc1nnc(-c2cccnc2)o1)c1cc2ccccc2oc1=O,-7,-99*,-9%,-3%
O=C(CC1C(=O)NCCN1C(=O)Nc1ccccc1)Nc1ccc2c(c1)OCCO2 (stereo not drawn),-2,?,-5%,-1%
COc1ccc(CCNC(=O)Cn2nc([N+](=O)[O-])c(Br)c2C)cc1OC,.,?,-4%,.
O=C(O)CCOc1ccc2c(c1)OCCO2,-4,17,-3%,17%
NCC1OC(OC2C(N)CC(N)[C@@H](O)[C@@H]2OC2O[C@H](CO)[C@@H](O[C@@H]3OC(CN)C(O)C(O)C3N)C2O)C(N)C(O)C1O (stereo partly drawn),.,.,-1%,1%

# An excerpt; rates above refer to the full screens.
